RAD52 anneal inh: inhibitors of human RAD52 DNA annealing; P43351; recombinant RAD52 DNA annealing, FRET fluorescence; inhibition, % at 18.7 µM; 360,000 tested, 0.46% active; AID 651710;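 active = every replicate showing at least 50% inhibition; inconclusive = mean inhibition at least 50% but not in every replicate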
Target sequence (P43351 whole entry, looked up): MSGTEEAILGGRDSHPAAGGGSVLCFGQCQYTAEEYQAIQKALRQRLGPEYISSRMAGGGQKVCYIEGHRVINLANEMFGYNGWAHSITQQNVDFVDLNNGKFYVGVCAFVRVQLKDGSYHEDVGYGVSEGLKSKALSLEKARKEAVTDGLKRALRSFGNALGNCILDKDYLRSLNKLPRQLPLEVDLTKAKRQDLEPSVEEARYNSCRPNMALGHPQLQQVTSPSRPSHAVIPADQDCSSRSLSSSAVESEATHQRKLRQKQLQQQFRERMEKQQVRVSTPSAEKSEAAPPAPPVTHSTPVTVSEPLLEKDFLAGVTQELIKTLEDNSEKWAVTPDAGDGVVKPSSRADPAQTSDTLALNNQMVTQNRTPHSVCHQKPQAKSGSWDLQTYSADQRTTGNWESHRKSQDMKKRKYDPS
Casp6 inh: blocks human caspase-6 cleavage activity. P55212. purified caspase-6, Z-VEID-R110 cleavage fluorescence. inhibition, % at 12.5 µM. 350,000 tested, 0.53% active;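 active = mean inhibition across replicates at least about 35%, with every replicate also reaching that limit, limit read from the data; inconclusive = only one of the two criteria met; inactive = neither criterion met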;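 note: 0% = median of neutral control wells and 100% = no fluorescence left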
Target sequence (P55212 24-179 limits assumed): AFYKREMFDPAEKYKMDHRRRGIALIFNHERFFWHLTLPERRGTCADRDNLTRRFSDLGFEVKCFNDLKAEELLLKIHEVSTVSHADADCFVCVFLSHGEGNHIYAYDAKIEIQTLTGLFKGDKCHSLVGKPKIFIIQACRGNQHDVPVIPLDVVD
Target sequence (P55212 194-293 limits assumed): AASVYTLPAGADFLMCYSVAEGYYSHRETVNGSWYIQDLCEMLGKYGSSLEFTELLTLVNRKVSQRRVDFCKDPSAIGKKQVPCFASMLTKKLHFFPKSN
RAD54 branch: blocks human RAD54 Holliday junction branch migration; Q92698; FAM/BHQ fluorescence; inhibition, % at 10.4 µM; 360,000 tested, 0.14% active; AID 602329;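 active = mean normalized replicate activity at least 40 and at least half of replicates scoring 40 or more; inconclusive = only one of the two criteria met; inactive = mean below 40 and under half of replicates reaching 40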;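 note: 0% = median of neutral control wells and 100% = median of positive control wells; inhibitors cause a drop in the FAM fluorescence signal; in these data hits start at about 50%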
E-selectin induc: induces E-selectin expression in human endothelial cells; P16581; HUVEC E-selectin immunofluorescence imaging; normalized: neutral wells 0, TNF-alpha wells 100; activation, % at 7.58 µM; 260,000 tested, 0.37% active; AID 686992;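 active = mean E-selectin-positive cell signal at least 10% of the positive control, reached in at least 60% of replicates, without over 20% cell loss; inconclusive = no rule given, readout overlaps actives, possibly toxicity-flagged; inactive = the rest, including those meeting only one limit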;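 note: in these data hits start at about 27%; measured in HUVEC primary endothelial cells; signal is the percent of cells scored E-selectin positive by PE staining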
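Read-out: % PE-positive cells | Test system: HUVEC | Doses: One compound dose added by pin transfer | Buffer or medium: EGM-2 over gelatin coat | Signal: Immunofluorescence imaging | Benchmarks: TNF-alpha, DMSO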
F508del corr: correctors of CFTR F508del function in bronchial epithelial cells | AID 720511 | activity (quench increase), % at 7.58 µM | CFBE cells, YFP halide quenching; stimulated with forskolin plus potentiator P3; % fluorescence drop versus neutral controls | 350,000 tested, 0.36% active;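 active = mean added fluorescence quench of at least 8% versus neutral control, with both replicates also reaching 8%; inconclusive = only one of the mean or replicate conditions met; inactive = mean below 8% and not both replicates reaching 8%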;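 note: cells transiently co-express mutant CFTR-F508del with the halide-sensitive YFP; corrector assay measuring rescue of mutant channel to the surface after 24 h compound exposure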
XiGFP reactiv: activators of X-chromosome reactivation in mouse fibroblasts | XiGFP mouse fibroblasts, % GFP-positive cells imaging, 3 d; cells co-treated with 5-aza-dC sensitizer; scaled so ellipticine positive control = 100% | activation, % at 7.58 µM | 360,000 tested, 0.055% active | AID 743238;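 active = mean normalized replicate activation at least 10% and every replicate at or above 10%; inconclusive = only one of the two criteria met; inactive = mean below 10% and not all replicates reach 10%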;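 note: 0% = median of on-plate neutral control wells and 100% = ellipticine 6 µM median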
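assay system = SV40-immortalized XiGFP fibroblast cells, line 68-5-11 | buffer or medium = DMEM plus 5-aza-dC sensitizer | doses = single-point pinned compound dosing | times = 3-day compound exposure, then 15 min fixation at room temperature | benchmarks = positive control ellipticine, 6 µM final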
DENV2 CPE rescue: inhibitors of DENV2 cytopathic effect; DENV2-infected cells, cytopathic effect rescue, plate reader; CPE inhibition, % at 9.99 µM; 350,000 tested, 1.7% active; in the data active = CPE inhibition above about 20%, passing the limit was not always enough; inconclusive = no clear call, values can overlap the other calls; tested in BHK-21 cells;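 note: 0% = median of neutral control wells and 100% = median of positive control wells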
INS-1E GSIS act: primary screen for activators of insulin secretion dependent on glucose, INS-1E cells, GLuc reporter luminescence; INS-1E GLuc reporter insulin secretion, 2-3 h; activation, % at 16.6 µM; 370,000 tested, 0.61% active; AID 743287;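 active = lowest replicate activation of at least 40%, so every replicate reaches that level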;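 note: 0% = median of neutral control wells and 100% = median of IBMX positive control wells; some compounds called inactive have numbers as strong as hits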
The depositor's hits bear a star; ? = inconclusive; nt = not tested or not shown. Outcome played no part in choosing rows; about 3.7% have a hit in one of these screens.

SMILES	RAD52 anneal inh	Casp6 inh	RAD54 branch	E-selectin induc	F508del corr	XiGFP reactiv	DENV2 CPE rescue	INS-1E GSIS act
COc1ccc(-c2nc3ccccc3n2OCC(=O)O)cc1	-11.7	1.6	nt	nt	-5.4	0.0	-7.4	4.2
COc1ccc(-c2cn(CCCOCc3ccccc3)nn2)cc1	-6.1	-3.4	12.8	nt	-0.3	1.9	0.5	-1.1
COc1ccc(CCNC(=O)C(=O)Nc2ccc3c(c2)OCO3)cc1OC	-9.1	-5.5	-5.3	-0.4	-6.5	0.0	3.4	-3.3
COc1ccc(S(=O)(=O)N(C)C[C@@H]2Oc3c(NC(=O)C4CC4)cccc3C(=O)N([C@H](C)CO)C[C@@H]2C)cc1	5.8	0.5	-5.2	-0.5	-1.5	-0.2	-1.5	16.3
COc1ccccc1N1CCN(C(=O)c2cccs2)CC1	0.3	-1.4	-5.4	nt	0.7	0.2	-4.7	-17.6
CCN(CC)C(=O)/C(=C/c1ccc2c(c1)OCO2)NC(=O)c1ccc(Br)cc1	-1.6	-18.8	nt	nt	2.3	0.1	-1.1	-15.6
COCCCNC(=O)CNC(=O)c1cn(-c2ccccc2OC)c(=O)c2ccccc12	-12.6	0.5	nt	nt	-2.6	0.3	4.5	1.9
CCOc1ccccc1N(CC(=O)NCCSc1ccccn1)S(=O)(=O)c1ccccc1	-10.9	0.3	-2.7	0.5	2.0	0.2	2.3	-19.3
C[C@@H]1CN([C@H](C)CO)C(=O)c2cc(C#CC3(O)CCCC3)cnc2O[C@@H]1CN(C)C(=O)Nc1ccc2c(c1)OCO2	5.9	-3.8	7.4	0.2	0.0	0.6	4.5	24.9
O=C(CCCCCn1c(=S)[nH]c2ccc(N3CCOCC3)cc2c1=O)NCc1cccc(Cl)c1	-13.6	0.8	nt	0.3	-2.4	0.1	-10.4	14.2
CN(C)S(=O)(=O)c1ccc(C(=O)OCC(=O)Nc2sc3c(c2C#N)CCCCC3)cc1	-34.7	2.0	nt	nt	-2.7	0.0	13.1	1.2
O=C(CCCN1C(=O)/C(=C\c2ccccc2)SC1=S)Nc1ccc(O)cc1C(=O)O	-32.2	nt	-11.5	nt	-0.3	0.0	-3.9	0.4
CCOC(=O)c1ccccc1NC(=O)C1CC(=O)N(C(C)(C)C)C1 (stereo not drawn)	-7.5	-2.9	-1.8	nt	nt	0.1	-1.1	nt
CC(=O)c1cccc(NC(=O)c2c(C)nn(-c3ccccc3)c2Cl)c1	-18.5	0.0	nt	0.6	0.9	0.5	nt	-0.1
O=C(c1ccccc1)N1N=C(c2ccccc2)CC1(O)C(F)(F)F (stereo not drawn)	1.3	-2.6	nt	-0.1	1.4	0.0	-4.8	14.4
O=C(Nc1ccc2c(c1)[C@@H]1C[C@H](CC(=O)N3CCOCC3)O[C@H](CO)[C@@H]1O2)C1CCC1	nt	nt	-15.1	0.6	2.0	0.1	-5.7	12.1
C[C@@H]1CCCCO[C@H](CN(C)Cc2ccc(C(=O)O)cc2)[C@@H](C)CN([C@H](C)CO)C(=O)c2cc(NC(=O)Cc3ccccc3)ccc2O1	-2.8	1.8	-6.6	0.3	0.5	0.0	0.4	6.4
NC(=O)COC(=O)c1ccc(-c2ccc(O)cc2)cc1	-5.2	2.4	-1.1	nt	1.7	0.1	4.7	16.1
O=C(COC(=O)c1cc(S(=O)(=O)N2CCOCC2)c(Cl)cc1Cl)NCc1ccco1	-15.8	3.3	nt	-0.1	-2.6	0.5	?	-18.9
CCc1nnc(NS(=O)(=O)c2ccc(NC(=O)/C=C/c3ccc(F)cc3)cc2)s1	-10.6	9.2	1.2	nt	1.7	0.4	-5.6	-1.3
CCOC(=O)c1ccc(NC(=S)N(CCN(C)C)C(C)c2ccncc2)cc1 (stereo not drawn)	4.9	-3.7	-1.0	nt	3.3	0.1	6.4	7.4
C/C(CC(=O)NC12CC3CC(CC(C3)C1)C2)=N\NC(=O)c1ccc(C)cc1	-19.1	-2.4	nt	1.3	-1.2	0.1	0.1	nt
O=C(CSC1=NCCN1)Nc1ccccc1[N+](=O)[O-]	2.8	-0.9	nt	2.7	1.1	-0.1	-2.9	-0.6
COc1ccc(NC(=O)C2CCCN(S(=O)(=O)c3cccnc3)C2)cc1OC (stereo not drawn)	-2.1	-0.9	nt	nt	-1.7	0.0	-1.2	0.1
Cc1noc(/C=C/N(C)C)c1S(=O)(=O)N1CCCC(C(=O)N2CCCCC2)C1 (stereo not drawn)	-62.3	1.7	-6.1	-0.1	6.5	0.0	?	nt
Later entries.
SMILES	RAD52 anneal inh	Casp6 inh	RAD54 branch	E-selectin induc	F508del corr	XiGFP reactiv	DENV2 CPE rescue	INS-1E GSIS act
CCOc1ccc(CNC(=S)N/N=C/c2ccc(OC)c(OC)c2)cc1	nt	nt	nt	-0.8	-4.0	0.1	nt	-13.8
Cc1ccccc1S(=O)(=O)N1[C@@H](C#N)[C@H](c2ccccc2)[C@@H]1CO	-13.5	-1.8	-13.9	0.6	-3.0	0.6	8.1	15.3
O=C(COC(=O)C1CC2C=CC1C2)Nc1ccccc1F (stereo not drawn)	-4.8	-3.8	1.0	nt	-0.3	0.0	2.9	0.1
C[C@@H](O)C#Cc1cnc2c(c1)C(=O)N([C@@H](C)CO)C[C@H](C)[C@H](CN(C)Cc1cncnc1)O2	5.2	-1.7	4.0	-0.3	0.2	-0.5	-0.4	10.0
N#C/C(=C\c1ccc(O)c(O)c1)C(=O)N1CCCC1	-23.8	9.0	nt	-2.3	1.4	0.0	-5.9	5.4
NS(=O)(=O)c1ccc(CCNC(=O)Cc2ccc(Cl)cc2)cc1	-8.4	-2.2	10.5	-0.3	6.0	0.1	-1.6	0.9
CC(C)C[C@H](NC(=O)N1CC(=O)Nc2ccccc21)C(=O)N1CCC[C@H]1C(=O)O	-8.2	1.3	8.2	nt	-0.6	nt	3.5	0.9
O=C(C[C@H]1C[C@H]2c3cc(NC(=O)Cc4ccncc4)ccc3O[C@H]2[C@H](CO)O1)NCCc1ccccc1	11.0	-1.9	-4.7	0.0	1.1	0.0	14.8	2.2
COc1ccc(-n2nnnc2SCC(=O)Nc2ccc3c(c2)OCCO3)cc1OC	-13.7	-1.9	4.3	nt	2.0	nt	1.2	2.2
C[C@H](CO)N1C[C@H](C)[C@@H](CN(C)C(=O)Nc2cccc3ccccc23)OCCCC[C@H](C)Oc2ccc(NC(=O)Nc3cccc4ccccc34)cc2C1=O	6.8	-0.4	-1.8	0.2	-0.5	0.0	-10.7	17.1
CCNC(=S)N1C2CCC1CC(NC(=O)Nc1ccc(C(=O)OCC)cc1)C2 (stereo not drawn)	-26.8	4.9	1.2	1.6	1.6	0.0	-5.7	-23.8
Clc1cccc2c3c([nH]c12)CCNC3	2.9	-9.2	0.7	nt	-4.5	0.2	-3.7	-5.0
COc1ccc(OC)c(NC(=O)CCN2C(=O)c3ccccc3C2=O)c1	-6.8	-2.4	4.8	0.4	2.6	0.2	2.3	-3.7
Cc1ccccc1C(=O)OCC(=O)NCc1ccco1	-11.6	6.5	-1.3	-0.8	-2.1	-0.1	10.2	5.2
COc1cc2c(cc1OC)CN(c1ccc(C(N)=O)cc1[N+](=O)[O-])CC2	5.8	0.2	nt	nt	3.0	-0.1	15.9	31.7
COc1ccc(-c2c[n+]3c(n2-c2ccc(C)cc2)CCCCC3)cc1	-3.8	0.1	-10.4	-0.2	2.0	0.0	-6.7	nt
Cc1ccc(CNCCCSc2nc(C)cc(C)n2)cc1	2.2	16.3	-9.0	nt	-2.3	0.0	8.2	20.4
O=C(O)c1ccc(C(S(=O)(=O)c2ccccc2)S(=O)(=O)c2ccccc2)cc1	-8.9	0.6	2.4	nt	-3.0	0.4	-3.3	13.3
COc1ccccc1N1C[C@@H]2C[C@@H](c3ccco3)N3CCC[C@@]23C1=O	-90.5	0.5	nt	nt	-1.7	0.0	1.6	-7.5
CCCn1cc(C(=O)Nc2ccc(Oc3cccnc3)cc2)c2ccccc21	-130.2	-1.5	nt	6.8	0.4	0.1	-2.6	-14.4
Cc1ccc(-n2ncc3c(SCC(=O)NNC(=O)c4ccco4)ncnc32)cc1	-21.7	-3.1	nt	nt	-2.5	0.1	16.7	-3.2
CC(=O)N1C[C@H]2CON(C)[C@H]2C[C@H]1c1ccc(-c2ccccc2)cc1	-3.0	-2.7	9.1	0.2	1.4	0.0	0.3	0.6
CCCN1C[C@H](C)[C@@H](OC)CN(C)C(=O)c2cc(NC(=O)NC3CCCCC3)ccc2OC[C@@H]1C	12.5	-0.9	-11.3	-0.4	-2.8	-0.2	-0.3	-11.5
Cc1cc(C)cc(OCC(=O)OC(C)C(=O)Nc2ccc(Cl)cn2)c1 (stereo not drawn)	-1.3	18.8	nt	2.4	1.8	0.0	-5.4	-6.6
COc1ccc(-n2c(-c3ccc(Br)cc3)c[n+]3c2CCc2ccccc2-3)cc1	10.9	4.4	nt	nt	1.9	0.6	nt	-38.2
The results go on:
SMILES	RAD52 anneal inh	Casp6 inh	RAD54 branch	E-selectin induc	F508del corr	XiGFP reactiv	DENV2 CPE rescue	INS-1E GSIS act
CCCC(=O)NC(=S)Nc1cc(-c2nc3ncccc3o2)ccc1C	-12.3	4.1	nt	8.8	4.8	0.1	11.5	nt
COC(=O)[C@]1(C)N[C@H](CN(C)S(=O)(=O)c2ccc(C)cc2)[C@@H]2C(=O)N(Cc3ccccc3)C(=O)[C@@H]21	-25.5	-2.2	6.4	-0.8	1.9	0.0	10.5	5.9
O=C(NCCC1CCCCN1S(=O)(=O)c1ccccc1)C(=O)NC1CC1 (stereo not drawn)	-6.5	5.3	9.0	-0.6	0.3	0.0	-0.4	6.7
COc1ccc(C2CC(c3ccccc3)=NN2c2ccc(Cl)c(C(=O)O)c2)cc1 (stereo not drawn)	-24.9	9.8	4.3	0.8	-0.9	-0.6	-1.4	0.5
CCN(C(=O)COC(=O)c1ccc(-n2c(C)ccc2C)cc1)c1c(N)n(Cc2ccccc2)c(=O)[nH]c1=O	-50.7	4.6	12.4	-0.4	2.6	0.0	-5.3	17.5
CCCN1C[C@@H](C)[C@@H](OC)CN(C)C(=O)c2ccc(NS(C)(=O)=O)cc2OC[C@H]1C	2.2	-6.5	6.2	0.0	nt	-0.2	12.6	8.3
COc1ccc(NC(=O)C(=O)NCCC2CCCCN2S(=O)(=O)c2ccc(F)cc2)cc1 (stereo not drawn)	3.7	3.0	4.5	1.7	4.1	0.1	-0.7	-18.5
COc1cccc(C#Cc2ccc3c(c2)O[C@H](CN(C)C(C)=O)[C@@H](C)CN([C@@H](C)CO)S3(=O)=O)c1	12.1	0.3	-4.2	-0.4	1.5	-0.3	-1.8	10.7
COc1cccc(C(=O)Nc2cccc(S(=O)(=O)NC3=NCCC3)c2)c1	-14.5	-1.7	-6.8	nt	-5.2	-0.1	-7.0	2.0
CC(NC(=O)COC(=O)C1CCCCC1)c1ccccc1 (stereo not drawn)	-4.6	0.5	-2.5	-0.1	2.0	0.0	?	nt
C[C@@H]1CN([C@@H](C)CO)C(=O)c2cc(C#C[C@@H](C)O)cnc2O[C@H]1CN(C)Cc1cccc(C(=O)O)c1	-26.3	-0.5	3.2	0.6	-1.6	-0.1	10.0	28.1

Bioassay records: PubChem BioAssay, Broad Institute
